rCAG binder = molecules binding r(CAG) RNA repeats; r(CAG) RNA repeat, TO-PRO-1 dye displacement fluorescence; inhibition, % at 3 µM; actives 1.3% (n = 370,000);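 active = inhibition above the plate cutoff, the mean of all test compounds on that plate plus 3 SD, cut at about 35% in these data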;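 also: 0% = DMSO alone and 100% = 100 µM mitoxantrone as full dye displacement; higher means more dye released from RNA so lower well fluorescence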
ABHD4 inh = ABHD4 (mouse) inhibition, primary FP screen; Q8VD66; purified mABHD4, FP-Rh probe fluorescence polarization; inhibition, % at 8.92 µM; actives 0.54% (n = 370,000); AID 720543;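 active = inhibition exceeding the mean over every tested compound plus 3 SD, cut at about 30% in these data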;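 also: 0% = plate median of compound wells and 100% = S159A mutant with DMSO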
Target sequence (Q8VD66 whole entry, looked up): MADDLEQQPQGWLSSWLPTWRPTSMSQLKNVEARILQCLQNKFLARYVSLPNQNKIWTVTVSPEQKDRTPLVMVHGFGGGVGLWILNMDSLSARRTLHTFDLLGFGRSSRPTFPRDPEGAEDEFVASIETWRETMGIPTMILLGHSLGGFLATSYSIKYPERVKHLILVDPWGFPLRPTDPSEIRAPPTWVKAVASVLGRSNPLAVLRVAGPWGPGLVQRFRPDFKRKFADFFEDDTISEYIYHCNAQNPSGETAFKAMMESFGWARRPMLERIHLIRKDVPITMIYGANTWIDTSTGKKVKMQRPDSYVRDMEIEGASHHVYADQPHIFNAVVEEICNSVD
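Doses – 8.92 µM, single dose · Material – wild-type mouse ABHD4 protein · Replication – single well per compound (singlicate) · Measure – percent inhibition of probe binding, normalized to plate controls · Schedule – 45 min compound pre-incubation plus 60 min probe step, 25 °C · Detection – fluorescence polarization with parallel and perpendicular emission, 525/598 nm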
SIAE inh = inhibitors of human sialic acid acetylesterase SIAE; AID 1053197; actives 0.69% (n = 370,000); SIAE FP-Rh probe binding, fluorescence polarization; inhibition, % at 9.66 µM;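 active = inhibition above a cutoff: mean of compounds within the control limits plus 3 SD of those, cut at about 17% in these data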;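 also: 0% = plate median of compound wells and 100% = probe without SIAE protein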
MBD2 DNA inh = inhibitors of human MBD2 binding to methylated oligonucleotide. TR-FRET. actives 0.31% (n = 370,000). inhibition, % at 4.4 µM. AID 686964. Q9UBB5; in the data active = inhibition above about 13%
TDP2 absorb = blocks human TDP2 phosphodiesterase activity | O95551 | recombinant TDP2, T5PNP hydrolysis, p-nitrophenol absorbance 415 nm | inhibition, % at 12.8 µM | actives 0.34% (n = 370,000);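 active = inhibition above the mean of all tested compounds plus 3 SD, set per campaign, cut at about 25% in these data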;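 also: 0% = DMSO with enzyme and 100% = buffer with substrate but no TDP2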
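test system = human TDP2 enzyme | input = TDP2 enzyme at 120 nM final | medium = 50 mM Tris-HCl pH 7.5 with Mg2+, KCl, DTT, BSA | also added = T5PNP substrate, 5 mM | times = 2 h at 37 °C | technique = epi absorbance | benchmarks = high control without enzyme, low control DMSO plus TDP2 | replication = each compound tested once, singlicate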
TCR CD3 inh = blocks the human TCR-CD3 interaction; TAMRA-labeled TCR probe fluorescence, biochemical; inhibition, % at 9.4 µM; actives 0.37% (n = 360,000); in the data active = inhibition above about 19%;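 also: recombinant mutant TCR 2C K166C tagged with TAMRA read by polarization; 0% = receptor in buffer alone and 100% = receptor with positive control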
HTRA1 inhibitor = blocks human HTRA1 serine peptidase. recombinant HTRA1, FP-rhodamine activity-based probe, fluorescence polarization. actives 0.5% (n = 340,000). inhibition, % at 5.96 µM. Q92743; in the data active = inhibition above about 36%;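 also: 0% = enzyme with DMSO and 100% = wells lacking enzyme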
Target sequence (Q92743 whole entry, looked up): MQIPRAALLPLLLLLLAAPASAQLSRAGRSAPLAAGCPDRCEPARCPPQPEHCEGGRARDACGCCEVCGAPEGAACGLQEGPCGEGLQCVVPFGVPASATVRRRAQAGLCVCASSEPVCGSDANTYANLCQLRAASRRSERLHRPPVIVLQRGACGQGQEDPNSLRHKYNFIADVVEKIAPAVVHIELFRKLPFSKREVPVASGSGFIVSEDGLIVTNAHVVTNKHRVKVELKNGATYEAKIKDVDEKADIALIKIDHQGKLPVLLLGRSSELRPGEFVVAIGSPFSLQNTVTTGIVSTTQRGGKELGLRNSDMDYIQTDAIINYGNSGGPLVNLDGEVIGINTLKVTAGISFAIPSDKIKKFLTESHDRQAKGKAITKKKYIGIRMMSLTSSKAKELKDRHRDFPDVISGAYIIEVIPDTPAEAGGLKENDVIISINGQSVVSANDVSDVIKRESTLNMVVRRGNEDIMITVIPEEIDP
LEDGF integ inh = blocks HIV-1 LEDGF/p75-dependent DNA integration | inhibition, % at 3.7 µM | AID 743269 | TR-FRET IN-LEDGF/p75 DNA integration, Eu/Cy5 | actives 0.64% (n = 370,000);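 active = inhibition above the screen-wide mean plus 3 SD, cut at about 13% in these data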;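 also: signal is the Cy5 over europium emission ratio at 671 and 618 nm; 0% = plate median of compound wells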
GC-B act = GC-B (human) receptor activation. P20594. HEK293-GC-B cells, CNP EC30, cGMP TR-FRET; 0% at EC30 CNP, 100% saturating CNP. activation, % at 10 µM. actives 0.11% (n = 370,000);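 active = activation at 10 µM reaching about 35% in either raw or pattern-adjusted values, limit read from the data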
PRMT1 inh = inhibitors of human PRMT1; Q99873; recombinant PRMT1, activity-based probe fluorescence polarization; inhibition, % at 2.79 µM; actives 1.3% (n = 370,000); AID 652257;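 active = inhibition above about 21% made by adding two undisclosed values, limit read from the data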
* hit, by the source's call; nt = no result given; & = joins results of further samples.

1) O=C(Nc1nccs1)c1sc2ccccc2c1Cl
2) CC(=O)Nc1ccc2c(c1)OCCO2
3) CN(CC(=O)Nc1cc(S(=O)(=O)N2CCCCCC2)ccc1Cl)Cc1ccc2c(c1)OCO2
4) CCN(CCCNC(=O)C1CCC(=O)N1Cc1ccccc1Cl)c1cccc(C)c1 (centres undefined)
5) CN(C(=O)[C@H]1O[C@@H](n2cnc3c(=O)[nH]c(N)nc32)[C@H](O)[C@@H]1O)C1CCCCC1
6) COCCNC(=O)CN1C(=O)NC(c2ccccc2)(c2ccccc2)C1=O
7) O=C(c1ccccc1C(=O)N1CCN(c2ccccc2)CC1)N1CCN(c2ccccc2)CC1
8) CCN1C(=O)CC(N2CCC(c3nc4ccccc4[nH]3)CC2)C1=O (centres undefined)

Assay by compound	1	2	3	4	5	6	7	8
rCAG binder	0	3	2	-4	2	0	-30	0
ABHD4 inh	-5	6	-4	4	-6	1	-2	4
SIAE inh	-2	-1	-5	3	41*	0	3	3
MBD2 DNA inh	4	3	2	1	-3	-1	-11	-5
TDP2 absorb	7	-9	-8	5	7	1	2	-9
TCR CD3 inh	-4	8	-2	3	-3	-2	6	-2
HTRA1 inhibitor	-2	1	-33	0	nt	-5	3	9
LEDGF integ inh	4	1	0	0	4	-1	2	4
GC-B act	-1	11	16	0	3	2	-1	-1
PRMT1 inh	3	0	-2	-1	-3	-2	15	-4

9) COC(=O)[C@]12C[C@H](CC(=O)NCCC(C)C)C(=O)N(Cc3ccccc3)C1=C[C@H](COCc1ccccc1)O[C@@H]2C
10) CC(=O)Oc1ccc(C(=O)Nc2cccnc2)cc1
11) CCOC(=O)c1cccc(NC(=O)N2CCOCC2)c1
12) CCOc1ccc(C(=O)C(c2ccccc2)N2CCOCC2)cc1 (centres undefined)
13) O=C(NCc1cccnc1)Nc1cccc(NC(=O)NCc2cccnc2)c1
14) CCc1ccc(N=c2c([N+](=O)[O-])nn(-c3ccc4c(c3)OCCO4)n2O)cc1
15) COc1ccc2c(c1)cc1n2CCN=C1NN
16) O=S(=O)(c1ccc(N2CCC(c3ccc(Cl)cc3)=N2)cc1)N(CCO)CCO

Assay by compound	9	10	11	12	13	14	15	16
rCAG binder	4	2	0	0	3	4	7	12
ABHD4 inh	3	-6	-4	3	-4	15	-3	7
SIAE inh	9	-2	11	4	-4	5	-2	8
MBD2 DNA inh	0	1	-6	-1	5	1	-6	-2
TDP2 absorb	-1	-13	-12	1	6	2	-8	5
TCR CD3 inh	nt	-1	-3	1	-7	-6	-11	4
HTRA1 inhibitor	nt	1	2	3	-5	4	-3	9
LEDGF integ inh	-1	2	0	4	-1	-2	4	-2
GC-B act	-2	1	-1	2	4	6	1	-1
PRMT1 inh	3	0	-10	-3	4	4	2	3

Fetched by structure from the list above (three):
11) CCOC(=O)c1cccc(NC(=O)N2CCOCC2)c1
14) CCc1ccc(N=c2c([N+](=O)[O-])nn(-c3ccc4c(c3)OCCO4)n2O)cc1
10) CC(=O)Oc1ccc(C(=O)Nc2cccnc2)cc1

Assay by compound	11	14	10
rCAG binder	0	4	2
ABHD4 inh	-4	15	-6
SIAE inh	11	5	-2
MBD2 DNA inh	-6	1	1
TDP2 absorb	-12	2	-13
TCR CD3 inh	-3	-6	-1
HTRA1 inhibitor	2	4	1
LEDGF integ inh	0	-2	2
GC-B act	-1	6	1
PRMT1 inh	-10	4	0

Later entries.
17) CCN(CC)S(=O)(=O)c1ccc(NS(=O)(=O)c2cccs2)cc1
18) CCN1CCc2nc(NC(=O)c3cc(F)c(F)cc3Cl)sc2C1
19) O=C(CCCC(=O)N(CC(=O)NC1CCCCC1)c1cccc(F)c1)Nc1ccccn1
20) CC(Oc1ccccc1Cl)C(=O)N1CCOCC1 (centres undefined)
21) O=C(COc1ccc([N+](=O)[O-])cc1)NN=C1CCCC1
22) Cn1c(CCN2CCOCC2)nc2cc(NC(=O)c3cccs3)ccc21
23) Cn1nnnc1SCC(=O)N1CCN(c2ccc(Cl)cc2)CC1
24) COc1ccc(C(=O)NNC(=O)c2cccc3ccccc23)cc1

Assay by compound	17	18	19	20	21	22	23	24
rCAG binder	5	0	-4	-3	1	0	-3	-1
ABHD4 inh	-3	2	-4	0	1	-2	2	3
SIAE inh	-1	-1	5	6	-1	6	3	4
MBD2 DNA inh	0	2	6	3	0	2	2	-5
TDP2 absorb	5	10	-5	5	3	19	7	9
TCR CD3 inh	-1	3	0	-1	-4	-1	5	-2
HTRA1 inhibitor	-5	1	2	5	0	-2	-5	2
LEDGF integ inh	-2	-3	2	4	2	4	57*	1
GC-B act	0	0	-3	1	1	2	-1	1
PRMT1 inh	-2	3	1	2	-1	-4	0	0

25) CCOC(=O)N1CCN(CCC(=O)Nc2cccc(Br)c2)CC1
26) COc1cc(/C=N/N2CCOCC2)ccc1OCc1ccccc1
27) O=C(NCc1nc2ccccc2[nH]1)C1=C[C@@H](C2CCCCC2)C[C@@H](OCc2ccc(CO)cc2)O1
28) O=C(N/N=C/c1cc(O)ccc1Br)c1cccnc1
29) O=C1NC(=S)NC1=Cc1ccco1
30) O=C(NCCCN1CCOCC1)c1ccc(CS(=O)(=O)Cc2ccc(Cl)cc2)o1
31) CCOC(=O)N1CCN(CCC(=O)Nc2ccccc2OC)CC1
32) CC(CNC(=O)Cn1cnc2c(OCc3ccccc3)ncnc21)c1ccccc1 (centres undefined)

Assay by compound	25	26	27	28	29	30	31	32
rCAG binder	0&-5	-2	6	4	17	-3	-7	0
ABHD4 inh	1&2	-13	-1	12	33*	10	-1	9
SIAE inh	0&-4	-2	-6	-1	-5	2	8	0
MBD2 DNA inh	-9&0	4	1	1	21*	-2	-6	0
TDP2 absorb	5&2	-14	0	1	0	-3	7	4
TCR CD3 inh	9&-5	-2	-1	-7	24*	-1	-4	0
HTRA1 inhibitor	-5&1	2	-22	14	14	-6	-2	-3
LEDGF integ inh	2&-3	7	-2	-11	56*	-1	3	2
GC-B act	3&7	1	-1	-7	3	-1	-5	-2
PRMT1 inh	-2&0	-4	-2	-2	64*	2	-3	1

33) COC(=O)c1ccc2nc(-c3ccc(C)cc3)c(Cc3cccc(Cl)c3)n2c1
34) N#C/C(=C(/O)COC(=O)c1ccc(C#N)cc1)c1nc2ccccc2s1
35) CN(C)C=NC(=O)c1cc(C(=O)c2ccc(F)cc2)c[nH]1
36) Cc1ccc(N2CC(C(=O)Nc3c4c(nn3C(C)(C)C)CS(=O)(=O)C4)CC2=O)cc1C (centres undefined)
37) CC(=O)c1cccc(OCC(=O)c2cc(C)n(-c3cc(C)on3)c2C)c1
38) O=C1CC(c2ccc3c(c2)OCCO3)Oc2ccc([N+](=O)[O-])cc21 (centres undefined)
39) Cc1ccc(C2CC(=O)NC(SCc3ccccc3)=C2C#N)cc1 (centres undefined)
40) CN(C(=O)c1cc(COc2c(F)cccc2F)on1)C1CCOC1 (centres undefined)

Assay by compound	33	34	35	36	37	38	39	40
rCAG binder	10	38*	-1	-3	-6	1	-2	-4
ABHD4 inh	-6	1	4	-3	-4	-5	-16	-2
SIAE inh	-17	-9	-2	2	3	-1	-2	-10
MBD2 DNA inh	-5	-3	2	0	2	3	3	-1
TDP2 absorb	5	-8	0	-2	17	1	7	5
TCR CD3 inh	4	-8	1	-1	-5	-5	7	6
HTRA1 inhibitor	nt	-3	-6	4	-9	11	-17	-5
LEDGF integ inh	1	0	-2	1	3	-4	1	4
GC-B act	23	-4	-4	2	-5	-3	1	-1
PRMT1 inh	3	12	6	1	0	6	1	-1

Continued (4 carried over from the part before).
37) CC(=O)c1cccc(OCC(=O)c2cc(C)n(-c3cc(C)on3)c2C)c1
38) O=C1CC(c2ccc3c(c2)OCCO3)Oc2ccc([N+](=O)[O-])cc21 (centres undefined)
39) Cc1ccc(C2CC(=O)NC(SCc3ccccc3)=C2C#N)cc1 (centres undefined)
40) CN(C(=O)c1cc(COc2c(F)cccc2F)on1)C1CCOC1 (centres undefined)
41) COC(=O)c1cc2ccc(OC)c(OC)c2c(=O)s1
42) COc1cc(C(=O)N2CCN(c3ccccc3O)CC2)ccc1OCC(=O)N1CCOCC1
43) CCOC(=O)CSc1nc2ccccc2c(=O)n1CCCCCC(=O)NCc1ccco1
44) CCN(CC)c1ccc(/C=N/Nc2nc(C)cc(C)n2)cc1
45) CCCNC(=O)C1(C)CCN(C(=O)c2ccc(C)c(F)c2)C1 (centres undefined)
46) Cc1ccc(S(=O)(=O)N2CCC[C@H]2C(=O)OCC(=O)N2CCc3ccccc32)cc1
47) COc1ccc(Nc2cc(C(=O)NCCCN3CCOCC3)c3ccccc3n2)c(OC)c1
48) O=C1CCCC2=C1C(c1ccsc1)CC(=O)N2c1nnc(SCc2ccccc2)s1 (centres undefined)

Assay by compound	37	38	39	40	41	42	43	44	45	46	47	48
rCAG binder	-6	1	-2	-4	1	7	-1	-5	1	3	-1	-1
ABHD4 inh	-4	-5	-16	-2	-1	0	-11	-1	2	5	2	-4
SIAE inh	3	-1	-2	-10	1	5	-9	6	2	6	-1	-9
MBD2 DNA inh	2	3	3	-1	-3	-4	6	-4	-2	0	2	-1
TDP2 absorb	17	1	7	5	-6	-1	-12	-2	-8	11	0	-3
TCR CD3 inh	-5	-5	7	6	5	4	3	0	5	-1	-2	11
HTRA1 inhibitor	-9	11	-17	-5	-3	6	-6	nt	nt	-6	4	-11
LEDGF integ inh	3	-4	1	4	-1	3	-4	0	0	-3	-3	4
GC-B act	-5	-3	1	-1	2	7	5	-11	-1	2	4	-3
PRMT1 inh	0	6	1	-1	-2	-2	7	-3	2	1	-3	0

Assay outcomes (PubChem BioAssay)

The list is partial, so the mix of outcomes need not match the whole.
